Gal4-VP16 FLuc: counter-screen for ROR gamma inhibitors: Gal4-VP16 reporter | Drosophila S2 Gal4-VP16 UAS-luciferase, luminescence, 20 h | Potency, µM (series often up to 53.6 µM), inactives show at the top dose activity, negative = inhibition, hits mostly inhibitors | 3.5% of 310,000 active | AID 2546;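 further: Gal4-VP16 expression switched on by copper sulfate through the metallothionein promoter; potency means the concentration at half of the fitted maximal effect; on the % scale 0 is the no-effect control and ±100 the full control effect; nearly all actives have a fitted effect of over 50% in size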
RORgamma inh: ROR gamma (mouse) transcription inhibition; P51450; Drosophila S2 Gal4-RORgamma UAS-luciferase reporter, 20 h; Potency, µM (series often up to 53.6 µM), for inactives: at the highest dose activity change, negative = inhibition, hits mostly inhibitors; 5.4% of 310,000 active; further: potency means the concentration at half of the fitted maximal effect; on the % scale 0 is the no-effect control and ±100 the full control effect; nearly all actives have a fitted effect of over 60% in size
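A Gal4/UAS one-hybrid system in insect cells: metallothionein-promoter Gal4–ROR gamma fusion plus Photinus luciferase reporter. Copper sulfate 700 uM final, 20 hr ambient incubation, luminescent detection after 10 min with reagent.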
BRCA1 expr up: BRCA1 expression activation; 1.1% of 380,000 active; Potency, µM (series often up to 46.1 µM), without a hit: at the highest dose activation, most hits filed as activators; MCF7-BRCA1-FFLuc reporter, luminescence, 48 h; response scale: scaled: vehicle 0%, 10 µM genistein 100%; further: potency means the concentration at half of the fitted maximal effect; nearly all actives have a fitted effect of over 80% in size; some results filed as inactive show a strong effect at the top dose
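First, MCF7-BRCA1-FFLuc cells (2000/well) attach for 2 h; next, compounds are pin-added and incubated 48 h at 37 °C; finally, luciferase reagent is added and luminescence read after 15 min.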
FLuc modulator: inhibits or activates purified firefly luciferase, miR-21 counter-screen; P08659; purified FLuc, Km substrates, luminescence inhibition; Potency, µM (titrated, usually from 57.5 µM), for inactives: at the highest dose activity change, negative = inhibition, usual class: inhibitors; 6.9% of 360,000 active; AID 588342;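 further: potency means the concentration at half of the fitted maximal effect; plate controls were vehicle for no effect and reference inhibitor for full effect; nearly all actives have a fitted effect of over 55% in size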
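Biochemical qHTS of compounds, final roughly 60 µM downward over six points, against 10 nM purified firefly luciferase using Km concentrations of substrates (10 uM D-luciferin, 10 uM ATP) in Tris acetate pH 7.5 buffer; luminescence output.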
ELG1 genotoxic: inducers of genotoxicity in HEK293T ELG1-luciferase cells. HEK293T ELG1-luciferase reporter, luminescence, 16 h. Potency, µM (doses to about 46 µM), without a hit: at the highest dose activity change, positive = activation, most hits filed as activators. 1.3% of 330,000 active. AID 504466; further: potency means the concentration at half of the fitted maximal effect; % of control where 0% means no effect; nearly all actives have a fitted effect of over 60% in size
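HEK293T cells expressing luciferase-tagged ELG1 were treated with compound or DMSO for 16 hr at 37°C. Luciferase activity was then read after 30 min with ONE-Glo at room temperature; rising signal flags genetic stress.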
Tb PFK block: T. brucei PFK enzyme inhibition; Potency, µM (doses to about 57.5 µM), without a hit: top-dose activity, negative = inhibition, hits mostly inhibitors; T. brucei PFK, ADP-Glo luminescence; O15648; 0.17% of 330,000 active;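 further: potency means the concentration at half of the fitted maximal effect; 0% = uninhibited 1x PFK enzyme wells and -100% = no-enzyme wells; nearly all actives have a fitted effect of over 60% in size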
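Activity is normalized to no-enzyme wells (full inhibition) and 1.25 nM enzyme wells (no inhibition). Reaction: 0.5 mM F6P, 0.1 mM ATP, 45 min RT, ADP-Glo luminescence; concentration-response curves fitted and classed by quality.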
NPC1 promoter act: NPC1 promoter activation; Huh7 NPC1 promoter luciferase reporter, 24 h; Potency, µM (doses to about 9.22 µM), for inactives: at the top dose activation, most hits filed as activators; 2.4% of 320,000 active; AID 485313;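 further: potency means the concentration at half of the fitted maximal effect; % of control where 0% means no effect; nearly all actives have a fitted effect of over 60% in size; reporter is driven by a mutant NPC1 promoter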
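Luciferase expression driven by the NPC1 promoter was measured in stably transfected Huh7 cells after a 24 h compound incubation, using a luciferase reagent and a luminescence read.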
TRPV1 ag: activates the human vanilloid receptor TRPV1 | Q8NER1 | TRPV1-expressing cells, Fluo-8 calcium influx, agonist mode | activation, % at 8.33 µM | 0.19% of 320,000 active; in the data active means activation above about 80%; inconclusive means between about 30% and that limit; further: 0% is about no effect
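Fluo-8 calcium influx in TRPV1-expressing cells, kinetic read (ex 480/em 520 nm). Compound added and read 3 min for agonist activity, followed by capsaicin at EC20 final and 2 min further read for enhancement.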
Rab9 prom act: Rab9 promoter activation; Huh7 Rab9 promoter-luciferase reporter, luminescence, 24 h; Potency, µM (titrated, usually from 9.22 µM), for the others: top-dose activation, negative = inhibition, actives largely listed as activators; 2.8% of 320,000 active; AID 485297; further: potency means the concentration at half of the fitted maximal effect; % of control where 0% means no effect; nearly all actives have a fitted effect of over 60% in size
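Huh7 reporter line, Rab9 promoter upstream of luciferase. Compound exposure 24 h at 37 °C in reduced-serum medium with 10% FBS. Read-out: luminescence.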
p53 reactivation: re-activators of mutant p53. H1299 p53-A138V BP100-luciferase reporter, luminescence, 24 h. Potency, µM (top dose mostly 92.2 µM), for the others: top-dose activity change, positive = activation, hits mostly activators. 0.063% of 320,000 active; further: potency means the concentration at half of the fitted maximal effect; % of control where 0% means no effect; nearly all actives have a fitted effect of over 45% in size
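H1299 (p53-null), stable ts p53-A138V + BP100-Luc; 1000 cells/well, Opti-MEM/10% FBS; cpd 4 pt, 1:5; 24 h, 37 deg C, 5% CO2; detection reagent 10 min RT; luminescence.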
ELG1 repair inh: inhibitors of ELG1-dependent DNA repair in HEK293T cells | HEK293T ELG1-luciferase reporter, luminescence, 16 h; DNA damage induced by 5-fluorouridine | Potency, µM (top dose mostly 46.1 µM), for inactives: top-dose activity change, negative = inhibition, usual class: inhibitors | 2.3% of 330,000 active; further: potency means the concentration at half of the fitted maximal effect; on the % scale 0 is the no-effect control and ±100 the full control effect; nearly all actives have a fitted effect of over 55% in size
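Overnight (16 hr) co-exposure of 2,000 cells/well to 5-fluorouridine and compound at 37 °C preceded detection. Luciferase was quantified via ONE-Glo luminescence; loss of signal denotes inhibition.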
An asterisk follows results filed as active; ? = inconclusive; · = not tested or not shown; & = joins results of further samples; [ ] = dose if it differs, or a comment. Unless noted, the call rests on the fitted dose curve; in most records, active means well fitted curve in the direction sought with a large enough effect; inconclusive means small, poorly fitted or top-dose-only effect, or another doubt; inactive means no such curve, though single readings can be large; an effect the other way counts as inactive or inconclusive.

SMILES	Gal4-VP16 FLuc	RORgamma inh	BRCA1 expr up	FLuc modulator	ELG1 genotoxic	Tb PFK block	NPC1 promoter act	TRPV1 ag	Rab9 prom act	p53 reactivation	ELG1 repair inh
CC(=O)NS(=O)(=O)c1ccc(NC(=O)c2ccc3c(c2)C(=O)N(CCC(C)C)C3=O)cc1	-3%	5%	3%	-4%	-1%	-1%	0%	2	-1%	-3%	0%
C#Cc1ccc(CN2CCN(CCCc3ccccc3)C(CCO)C2)cc1 (centres undefined)	-4%	-4%	-1%	5%	-5%	2%	1%	2	4%	·	?
CCc1ccc2[nH]c(=O)c(C(c3nnnn3CC3CCCO3)N3CCN4CCCC4C3)cc2c1 (centres undefined)	0%	0%	-8%	-1%	9%	16%	-5%	7	-5%	-6%	11%
COc1cc(C2CC(=O)Oc3c(C(CCN4CCN(c5ccccc5)CC4)c4ccc(N(C)C)cc4)c(OC)cc(OC)c32)cc(OC)c1OC (centres undefined)	-1%&-10%	4%&13%	0%	2%	9%	1%	-7%	1	-7%	-4%	?
COc1ccc(/C=C/CN2CCCC(C(=O)c3cc(F)ccc3F)C2)cc1 (centres undefined)	3%	-5%	-8%	-5%	-4%	-5%	2%	14	12%	4%	-4%
CCCn1c(N)c(C(=O)CSc2nnc(N)s2)c(=O)[nH]c1=O	·	·	34%	2%	-3%	-3%	-1%	-4	-4%	-1%	-3%
CC12COC3(C(=O)NCCc4ccccc4)CC1CCC32C (centres undefined)	6%	44%	87%	?	11%	-3%	11%	?	15%	·	?
S=c1[nH]nc(-c2cccnc2)n1Cc1ccccc1	?	?	0%	2%	0%	-17%	0%	4	-5%	-6%	1%
CCN(CC)C(=O)C(=O)c1cccn1-c1ccc(C#N)cc1	-6%	-26%	-15%	3%	0%	-1%	0%	0	0%	-1%	6%
CCN1CCN(C(=O)c2cc3cc(F)ccc3[nH]2)CC1	-19%	4%	-28%	-15%	1%	-2%	1%	-1	-3%	?	14%
O=C(CSc1nc2c(sc3ccccc32)c(=O)n1CCO)NCc1ccco1	-8%	?	0%	6%	4%	-9%	-7%	-1	5%	2%	-5%
O=C(CCN1C(=O)/C(=C/c2ccc(F)cc2)SC1=S)NNC(=O)c1ccncc1	-11%	-10%	9%	-8%	2%	-2%	-2%	3	1%	3%	-12%
Cc1coc2c1C(=O)C(=O)c1c-2ccc2c(C)cccc12	-19%	?	-82%[inhibitor]	?	-8%	1%	-26%	2	-7%	?	?
C[C@@H](CC#N)CN1CC[C@H](C(C)(C)C)CCC1=O	0%	6%	-12%	0%	3%	-7%	-2%	2	-6%	6%	17%
Cc1c(NC(=O)COC(=O)CSc2ccc(C(N)=O)cc2[N+](=O)[O-])c(=O)n(-c2ccccc2)n1C	-9%	-34%	-17%	-4%	2%	3%	-3%	-6	10%	-15%	0%
Nc1nonc1-c1noc(CCCN2C(=O)c3ccccc3C2=O)n1	-7%	-2%	4.5µM*	24µM*	?	-2%	?	-4	?	18%	?
CCOC(=O)Cc1c(C)c2ccc(N(CC)CC)cc2oc1=O	-15%	2%	38%	?	-3%	2%	6%	1	7%	8%	?
COc1ccc(CCN(C)C(=O)CN2C(=O)NC3(CCCCCC3)C2=O)cc1OC	·	·	-17%	-1%	0%	0%	-2%	1	0%	-6%	5%
Cc1nc(-c2ccccc2)c(-c2ccccc2)[nH]1	-4%	?	-44%	0%	-1%	0%	-7%	-6	-5%	-17%	-25%
CCOC(=O)NC(=O)CSc1ccccn1	4%	12%	9%	-1%	-1%	-6%	1%	1	5%	5%	2%

An excerpt from above, showing only NPC1 promoter act:
| molecule | NPC1 promoter act |
| --- | --- |
| O=C(CCN1C(=O)/C(=C/c2ccc(F)cc2)SC1=S)NNC(=O)c1ccncc1 | -2% |
| Cc1coc2c1C(=O)C(=O)c1c-2ccc2c(C)cccc12 | -26% |

Next part
SMILES	Gal4-VP16 FLuc	RORgamma inh	BRCA1 expr up	FLuc modulator	ELG1 genotoxic	Tb PFK block	NPC1 promoter act	TRPV1 ag	Rab9 prom act	p53 reactivation	ELG1 repair inh
COc1ccccc1C(=O)N(CCN(C)C)c1nc2cc(C)cc(C)c2s1	-3%	-22%	-3%	-6%	-4%	0%	1%	4	-9%	-1%	7%
NS(=O)(=O)c1cc2c(cc1Cl)NC(Cc1ccccc1)NS2(=O)=O (centres undefined)	4%	30%	5%	-2%	1%	1%	2%	1	-2%	0%	3%
NC(=O)CSc1nc(-c2ccccc2)nc2ccccc12	4%	11%	2%	-8%	1%	-3%	-7%	8	-4%[1.84 µM]	-4%	9%
CCC(C)(C)C1CCC2(CC1)NC(=O)N(CC(=O)N(C)Cc1ccc3c(c1)OCCO3)C2=O (centres undefined)	·	·	-34%	-1%	-5%	0%	-7%	-3	-9%	5%	12µM*
c1ccc(-c2nnn(C34CC5CC(CC(C5)C3)C4)n2)cc1	10%	?	56%	17µM*	?	2%	7%	17	18%	24%	?
COC(=O)c1cc(=O)n2c(-c3ccccc3)csc2n1	-7%	-20%[10 µM]	26%	-3%	0%	1%	0%	-3	-1%	3%	4%
CCOC(=O)c1sc(-c2ccccc2)nc1C	11%	-2%	69%	13µM*	?	-1%	-7%	-3	17%	4%	?
COc1ccc(CN(C)C(=O)c2ccc(NS(=O)(=O)c3ccc(F)cc3)cc2)c(OC)c1OC	1%	5%	-16%	5%	-7%	3%	-2%	-2	-3%	-12%	?
CCN(c1ccc(OC)cc1)S(=O)(=O)c1nnc(NC(=O)C2CCCCC2)s1	-7%	-12%	1%	1%	2%	5%	-2%	-1	-2%	-3%	10%
Cc1cccc(-n2c(SCC(=O)Nc3ccc4c(c3)OCO4)nnc2-c2ccoc2C)c1	?	2µM*	-12%	2%	-2%	2%	0%	14	-6%	-4%	6%
Cc1cccc(C(=O)OCC(=O)c2ccc3c(c2)NC(=O)CO3)c1	·	·	-10%	·	1%	0%	·	·	·	15%	?
O=C(O)C1CCCCC1C(=O)Nc1ccccc1Cl (centres undefined)	-3%	-1%	-6%	-2%	-1%	-1%	1%	-4	-1%	1%	1%
N#C/C(=C\c1ccc[nH]1)C(=O)Nc1ccccc1F	4%	9%	-2%	?	12µM*	-7%	1.3µM*	15	0.5µM*	?	?
COC(=O)c1sc2nc(CN3CCN(c4ccc(OC)cc4)CC3)[nH]c(=O)c2c1C	5%	-3%	-16%	-4%	2%	-4%	0%	15	1%	4%	13%
CCOc1ccc(CN2CCN(Cc3[nH]c4ccccc4c3C)CC2CCO)cc1 (centres undefined)	-13%	1%	-43%	-1%	-6%	-7%	-4%	-1	0%	-2%	?
CN(c1ccc(O)cc1)c1nc(-c2ccccc2)cs1	?	24%	?	?	?	-4%	2.2µM*	8	?	?	?
CCn1c(=O)cc(OCC(=O)NCCC(C)C)c2ccccc21	0%	-6%	-32%	-1%	?	-3%	2%	1	-1%	-3%	?
COc1ccc(N2CCN(C(=O)CC34CC5CC(CC(C5)C3)C4)CC2)c([N+](=O)[O-])c1	?	?	-64%	5%	2%	0%	-5%	0	-4%	3%	?
Cc1ccc(OCCCC(=O)N(C)CC(=O)Nc2ccccc2Cl)cc1	·	·	-1%	0%	-1%	1%	-1%	2	-1%	-1%	0%
O=[N+]([O-])c1cccc(-c2nc(N3CCOCC3)c3ccccc3n2)c1	-9%	11%	·	0%	-10%	-6%	2%	0	-5%	14%	?
CC(C)COc1ccc(/C=C2/Sc3ccccc3C2=O)cc1	-14%	-40%	20%	1.3µM*	?	0%	?	1	22%	12%	?
COc1ccc(NC(=O)CCCc2ccc(OC)c(C)c2)cc1	9%	12%	-22%	-9%	-4%	-1%	3%	?	9%	-32%[inhibitor]	-4%
O=C(CCc1nc2cccnc2n1Cc1ccccc1)NCCc1ccc(Cl)cc1	-3%	43%	0%	3%	0%	0%	-4%	2	0%	-20%	-9%
CC(=O)N1CCOc2ccc(S(=O)(=O)N3CCC(C(=O)NCc4ccc(C)cc4)CC3)cc21	-1%	0%	-14%	2%	0%	-11%	-2%	-3	-1%	-8%	-3%
Cc1ccccc1-n1c(C)n[nH]c1=S	-5%	?	4%	-1%	1%	1%	-2%	-1	-10%	-5%	2%
Cc1nn(-c2ccccc2)c(Cl)c1CN(C(=O)CCl)c1ccc(Cl)cc1	?	-7%[10 µM]	-95%[inhibitor]	-3%	-17%	-5%	-40%[inhibitor]	6	-53%[inhibitor]	-18%	?
Nc1c(N(CCC2=CCCCC2)C(=O)Cc2ccc(F)cc2)c(=O)[nH]c(=O)n1Cc1ccccc1	·	·	-32%	0%	0%	3%	-2%	-1	-2%	-2%	-15%
